Assay outcomes: PubChem, NCI
All columns: NCI-60 one-dose screen, growth in % after 48 h at 10 µM unless noted; 100 = growth as untreated, 0 = no growth, -100 = all killed.
A549/ATCC – A549/ATCC NSCLC; 81,000 compounds, 3.7% hits; AID 1794740
CCRF-CEM – CCRF-CEM leukemia; 77,000 compounds, 7% hits
SK-MEL-28 – SK-MEL-28 melanoma. 81,000 compounds, 4.1% hits
EKVX – EKVX NSCLC | AID 1794765 | 71,000 compounds, 3% hits
SK-MEL-5 – SK-MEL-5 melanoma; AID 1794755; 80,000 compounds, 6.4% hits
HOP-92 – HOP-92 NSCLC cells. AID 1794738. 71,000 compounds, 6.3% hits
M14 – M14 melanoma. 80,000 compounds, 6.2% hits. AID 1794745
HOP-62 – HOP-62 NSCLC; 80,000 compounds, 3.9% hits; AID 1794735
An asterisk follows results filed as active; / = no result given; & = joins results of further samples; [ ] = dose if it differs, or a comment. The calls were made as follows: active = growth percent below 10; inactive = the rest. No enrichment for hits; about 12% have a hit in one of these screens.

SMILES	A549/ATCC	CCRF-CEM	SK-MEL-28	EKVX	SK-MEL-5	HOP-92	M14	HOP-62
C/C=C(\C)C(CC)(C(=O)OCC)C(=O)OCC	95.8	109.8	118.9	119.6	117.4	104.4	98.7	101.9
CCCC(=O)c1ccc2ccccc2c1O	89.8	94.9	105.1	100.0	100.4	112.4	98.1	84.8
Cn1cnc([N+](=O)[O-])c1S(=O)(=O)Nc1ccccc1	98.7	83.0	105.7	97.0	95.4	/	88.0	99.6
CC(=O)N1C(=O)C(C(C)=O)(C(C)=O)c2ccccc21	101.3	101.6	109.5	92.0	102.0	98.4	/	91.9
O=C(Nc1ccc(OCc2nnc(-c3ccc(Cl)cc3)o2)c(F)c1)c1ccc(Cl)c(Cl)c1	71.9	77.0	68.8	/	78.0	52.0	86.7	86.7
CN(C)c1ccc(/C=C(\C#N)C(=O)c2ccccc2)cc1Br	96.0	103.9	117.9	101.7	100.5	112.7	92.9	/
NNC(=S)N/N=C/c1ccccc1	94.3	91.6	114.4	92.8	89.5	/	101.8	125.3
CC1CCc2c(sc3nc(SCC(=O)N/N=C/c4ccc(Cl)cc4)n(-c4ccccc4)c(=O)c23)C1 (stereo unspecified)	100.7	109.0	101.5	102.9	103.7	106.6	101.8	78.4
COC(=O)C1CCc2ccccc2C1=O (stereo unspecified)	103.7	107.5	103.0	86.9	99.4	93.1	95.8	82.8
Fc1ccc(C(c2ccc(F)cc2)N2CCN(C/C=C/c3ccccc3)CC2)cc1	78.2	80.1	102.7	58.0	84.1	65.6	76.7	104.0
O=C1CCCC=C1C[N+](=O)[O-]	109.0	72.7	113.0	104.3	98.7	90.5	103.4	103.7
CC(C)(C)OC(=O)N1Cc2cc3ccccc3nc2C1CO (stereo unspecified)	95.6	/	100.5	92.9	96.9	96.7	98.7	102.4
COc1cc(C(=O)/C=C/c2c(C)n([O-])c3ccc(C(F)(F)F)cc3[n+]2=O)cc(OC)c1OC	94.1	36.6	98.8	114.6	101.6	87.3	88.9	117.7
Cn1nc(Br)c(=O)n(C(c2ccccc2)c2ccccc2)c1=O	84.1	79.4	93.5	/	92.6	73.3	95.9	96.0
C#CCOc1ccccc1C(Nc1ccccc1Br)c1nnnn1C1CCCCC1 (stereo unspecified)	84.7	81.3	96.7	89.2	93.4	89.5	/	89.3
COC(=O)[C@H](C)Nc1nc(N)nc(N(C)c2ccccc2)c1C=O	99.9	94.4	108.5	103.9	115.1	84.7	107.8	104.7
COc1ccc2[nH]cc(-c3nn4cc(-c5nccs5)nc4s3)c2c1	99.2	52.9	101.7	88.6	81.3	70.2	92.4	88.0
O=[N+]([O-])c1ccc(N/N=C(\Cc2ccccc2)c2ccccc2)c([N+](=O)[O-])c1	102.6	105.9	104.8	97.7	101.2	85.9	98.4	101.5
Oc1ccc(-c2nnc(SCc3ccc(O)c4ncccc34)n2-c2ccccc2)cc1	6.8*	7.0*	17.0	7.6*	-44.6*	4.6*	-28.0*	19.3
O=c1ccc2cc3ccccc3cc2[nH]1	102.5	-72.7*	123.7	28.1	80.8	84.8	101.0	95.4
COc1cccc(OCC(O)CN2CCN(c3ccccc3)CC2)c1 (stereo unspecified)	114.1	120.6	81.4	103.2	108.2	129.0	103.6	102.8
COc1c(Br)cc(C(c2cc(Br)c(OC)c(Br)c2)c2ccccc2C(=O)O)cc1Br	98.7	/	111.9	/	100.1	55.7	95.4	94.1
C#Cc1cccc(NC(=O)c2ccccc2NC(=O)CCl)c1	92.7[8.25 µM]	50.4[8.25 µM]	102.4[8.25 µM]	94.1[8.25 µM]	87.7[8.25 µM]	77.4[8.25 µM]	83.3[8.25 µM]	75.8[8.25 µM]
NC(=O)CC[n+]1cccc(C(=O)O)c1	129.0	100.6	114.4	102.4	110.5	106.7	111.2	94.2
Cc1ccc(CCC(=O)O)cc1	107.9	104.7	114.6	116.4	98.2	104.9	/	104.6

The last two records of the part before lead into the next.
SMILES	A549/ATCC	CCRF-CEM	SK-MEL-28	EKVX	SK-MEL-5	HOP-92	M14	HOP-62
NC(=O)CC[n+]1cccc(C(=O)O)c1	129.0	100.6	114.4	102.4	110.5	106.7	111.2	94.2
Cc1ccc(CCC(=O)O)cc1	107.9	104.7	114.6	116.4	98.2	104.9	/	104.6
FC(F)(F)c1cc2c(Cl)ncnc2n1CCN1CCOCC1	92.3	36.6	74.1	92.8	88.2	106.6	44.9	91.5
Cc1[nH]c2c3c(c(O)cc2c1CO)[C@H]1C[C@@H]2[C@@]4(C)CCC[C@@](C)(CO)[C@@H]4CC[C@@]32C=C1C(C)C	75.7	76.7	93.3	81.7	85.6	100.0	82.5	88.1
CCCn1c(=S)sc2c(N3CCN(C)CC3)nc(C)nc21	96.5	102.3	87.9	88.5	98.4	76.9	120.7	93.4
CCOC(=O)C(=O)Nc1ccc(Cl)cc1	102.5	/	102.3	96.1	101.1	98.1	103.3	94.8
CCCc1cc(CCC)n2nc(N)nc2n1	111.9	93.1	105.2	115.2	107.2	106.1	110.6	97.5
O=C1c2cccc3c(NC4CCCCC4)ccc(c23)C(=O)N1c1cccc(-c2nn(-c3ccccc3)cc2-c2nc3ccccc3s2)c1	110.6	103.8	110.7	94.1	95.3	118.0	103.1	115.3
Cc1ccc(C(CC(=O)O)c2c(C)n(-c3ccccc3)[nH]c2=O)cc1 (stereo unspecified)	100.5	100.2	106.5	103.7	100.9	100.0	97.6	95.6
COc1ccc(/C=c2\c(=O)n(-c3ccccc3)c3nn4c(Nc5ccccc5)nnc4n23)cc1	106.9	98.3	111.3	98.9	100.4	108.6	97.6	87.8
Nc1cc2ccccc2c(=O)n1NC(=O)c1ccc(Br)cc1	100.2	86.4	88.0	83.2	88.1	103.1	91.7	101.0
O=C1/C(=C\c2ccccn2)c2ccccc2N1c1c(Cl)cccc1Cl	50.3	8.8*	14.6	27.2	23.7	-7.9*	-43.6*	23.3
CC(C)(C)Nc1c(-c2ccc(-c3ccccc3)cc2)nc2cnccn12	87.3	82.0	93.4	69.3	73.5	75.8	92.9	81.9
O=S(=O)(CCN1CCCCC1)CCS(=O)(=O)CCN1CCCCC1	93.5	101.7	126.2	118.1	95.6	101.6	106.2	122.1
COCCNc1ccc2c3c(cccc13)C(=O)N(CCN(C)C)C2=O	5.7*	8.4*	37.5	22.5	-33.5*	18.4	29.0	50.9
O=c1c(/C=C\c2ccco2)nnc2sc(Nc3ccccc3)nn12	100.9	128.3	122.4	96.6	102.0	81.5	101.1	94.9
NC(N)=NS(=O)(=O)c1ccc(NC2Nc3nc4ccccc4nc3S2)cc1 (stereo unspecified)	99.9	95.0	102.0	88.7	98.6	102.1	102.9	98.0
CCCCOc1ccc(OCCCN2CCN(C(=O)OCC)CC2)cc1	92.2	94.6	104.2	91.0	80.6	86.0	95.3	100.7
S=C(S)NCCc1c[nH]c2ccccc12	99.4	81.5	112.7	100.4	/	99.2	95.2	106.4
Nc1nn2c(-c3cc4ccccc4oc3=O)ccnc2c1N=Nc1ccc(S(N)(=O)=O)cc1	100.7	91.1	104.5	101.4	88.0	105.3	94.7	97.5
COc1cc(/C=C/C(=O)Nc2cccnc2Nc2ccc(F)cc2)cc(OC)c1OC	70.1	85.0	102.7	92.5	95.8	74.8	102.9	103.3
Cc1ccccc1OCC(=O)O	109.4	79.7	107.1	106.9	110.0	/	99.9	99.9
O=C(/C=C/c1ccccn1)c1ccccc1O	79.7&55.3	13.3	92.6&77.6	88.1&76.0	88.1&75.2	34.2&75.5	82.3&72.5	72.2&79.5
COc1cc(NCCCN=C(N)NC(N)=NC(C)C)c2ncccc2c1	78.6	/	84.4	/	27.0	36.9	65.3	96.2
CCC(C)C(C)O (stereo unspecified)	101.3	99.0	112.2	/	98.0	109.4	96.9	105.5
CC(=O)C1=C(C)NC(NNc2ccccc2)=NC1c1ccccc1 (stereo unspecified)	95.7	/	108.8	58.2	98.0	97.5	97.6	66.0
O=C(Nc1ccc(Cl)cc1)c1ccc(Cl)cc1	83.2	99.6	112.2	68.8	91.8	95.8	93.5	94.4

Look-ups from the list:
SK-MEL-5 result of `O=C(Nc1ccc(Cl)cc1)c1ccc(Cl)cc1` : 91.8
M14 result of `O=C(/C=C/c1ccccn1)c1ccccc1O` : 82.3&72.5
HOP-62 result of `CCC(C)C(C)O` (stereo unspecified) : 105.5
HOP-62 result of `FC(F)(F)c1cc2c(Cl)ncnc2n1CCN1CCOCC1` : 91.5
CCRF-CEM result of `COCCNc1ccc2c3c(cccc13)C(=O)N(CCN(C)C)C2=O` : 8.4*
M14 result of `NC(N)=NS(=O)(=O)c1ccc(NC2Nc3nc4ccccc4nc3S2)cc1` (stereo unspecified) : 102.9

The list continues.
SMILES	A549/ATCC	CCRF-CEM	SK-MEL-28	EKVX	SK-MEL-5	HOP-92	M14	HOP-62
CCOc1c(C#N)c(Nc2ccc(S(N)(=O)=O)cc2)c(C#N)c(=O)n1C(C)=O	101.0	107.7	106.8	95.0	101.5	111.9	104.3	98.0
O=C(CCN1C(=O)/C(=C/c2ccccc2F)SC1=S)N1CCOCC1	101.8	53.3	85.1	86.8	96.9	133.0	80.5	116.6
N/C(=N\c1nc2c(F)cccc2s1)C(Cl)(Cl)Cl	88.9	98.0	91.3	92.0	98.9	99.8	95.8	84.0
Nc1ncc([N+](=O)[O-])cn1	90.1	98.4	102.9	105.2	94.6	93.7	100.4	102.8
COc1ccc(OC)c(/C=C2\N=C(c3ccccc3)N(c3ccc(S(N)(=O)=O)cc3)C2=O)c1	85.0	90.9	119.1	95.1	83.0	78.0	105.3	92.1
COc1cc(/C=C/C(=O)N2CCN(C(=O)c3cc(OC)c(OC)c(OC)c3)CC2)ccc1OCCCN1C(=O)c2cccc3cccc(c23)C1=O	85.3	27.1	81.9	114.0	75.5	-0.5*	99.3	94.1
CC1(C)CC2(C)CC(=O)C1C(C(=O)O)C2C(=O)O (stereo unspecified)	108.7	99.4	117.5	121.1	101.8	113.5	118.6	105.2
COc1ccc(-n2nnc3c(sc4ncccc43)c2=O)cc1	101.3	98.8	117.9	/	99.8	148.1	111.4	102.9
COc1nc2ccccc2s1	96.8	102.1	100.5	108.1	97.5	99.2	93.5	114.3
Cc1c[nH]c(=O)n(CCOc2nc(-c3ccc(F)cc3)cc(-c3ccco3)n2)c1=O	98.4	101.4	115.3	116.4	101.3	/	105.8	96.5
NS(=O)(=O)c1ccc(NC(=S)/N=C\C(C(=O)c2ccccc2)=C(\O)c2ccccc2)cc1	83.5	91.2	111.1	96.0	97.4	84.1	100.5	99.6
COc1ccc(-c2nc3c(c(N)c2C#N)C2C(=C(C)OC4C(OC)c5occc5C(OC)C24)S3)cc1 (stereo unspecified)	97.4	89.8	115.9	81.3	99.8	107.5	122.0	102.4
CC1(c2ccc3ccccc3c2)CCC(=O)O1 (stereo unspecified)	101.4	104.6	101.8	110.7	104.8	105.5	116.9	93.5
C[C@@H]1C[C@H]2C(=O)OCC(NC(=O)[C@H](Cc3cc(F)cc(F)c3)NC(=O)Nc3ccc(Cl)cc3F)C(=O)N3CCC[C@H]3C(=O)N3CCCC[C@H]3C(=O)N[C@@H](C)C(=O)N2C1 (stereo partly specified)	25.1	31.3	39.7	27.7	-12.3*	9.7*	19.0	39.1
CN1CCN(Cc2ccc(C(=O)Nc3cncc(C#Cc4cnc5cccnn45)c3)cc2C(F)(F)F)CC1	58.5	32.6	67.0	75.0	74.3	34.4	34.4	70.9
CCCCCCNC(=O)Oc1ccc(/C(=C(\C)c2ccccc2)c2ccc(OCCN(CC)CC)cc2)cc1	49.9	40.5	61.1	90.5	41.9	39.1	-40.1*	83.2
O=C(O)c1cc2ccccc2o1	101.7	121.9	111.2	108.1	103.1	/	100.5	99.3
O=C1OC(c2ccccc2)(c2cc(Br)ccc2O)c2ccccc21 (stereo unspecified)	59.7	69.3	94.7	84.0	68.2	/	79.4	52.5
COc1cc(-c2nc(SC(C)C)nc(Nc3ccc(S(N)(=O)=O)cc3)c2C#N)cc(OC)c1OC	82.8	69.1	108.6	98.8	89.3	87.2	95.4	96.6
O=c1c2ccccc2ccn1O	101.0	87.6	103.0	/	100.2	/	108.8	102.8
COc1cccc2c(=O)c3c(sc12)c(NCCN)nc1ccccc13	69.4	41.9	112.9	89.2	92.7	64.8	97.7	70.8
O=C(Cn1cc[n+](CC(=O)c2ccc([N+](=O)[O-])cc2)c1)Nc1cccc2cccnc12	94.6	98.0	102.1	86.1	88.2	70.3	94.4	99.7
C1CCc2[nH]nc(-c3n[nH]c4c3CCCCC4)c2CC1	109.7	103.6	115.2	106.2	105.2	92.2	111.1	107.4
COc1ccc(/C=C/C(=O)c2cccc(O)c2)cc1	99.1	86.7	101.4	103.1	100.2	88.4	104.2	109.3
N#C/C(=C\c1ccc(Br)cc1)C(=O)c1ccccc1	96.7	98.0	122.7	103.2	98.3	78.1	105.2	129.1
Cc1ccc(S(=O)(=O)NC(=O)CCC(=O)Nc2ccc(S(N)(=O)=O)cc2)cc1	94.2	93.6	108.1	110.3	109.9	/	100.0	91.0
N=C(N)c1ccc(-c2ccc(-c3ccc(Cl)c(Cl)c3)s2)nc1	-45.6*	-1.5*	106.7	62.8	91.3	77.3	36.1	36.6

Random excerpt: 2 records from the list, in no set order.
SMILES	A549/ATCC	CCRF-CEM	SK-MEL-28	EKVX	SK-MEL-5	HOP-92	M14	HOP-62
O=C(Cn1cc[n+](CC(=O)c2ccc([N+](=O)[O-])cc2)c1)Nc1cccc2cccnc12	94.6	98.0	102.1	86.1	88.2	70.3	94.4	99.7
COc1cc(-c2nc(SC(C)C)nc(Nc3ccc(S(N)(=O)=O)cc3)c2C#N)cc(OC)c1OC	82.8	69.1	108.6	98.8	89.3	87.2	95.4	96.6
